Assay outcomes as filed in PubChem BioAssay.
Rev-erbA mod – modulators of Rev-erb alpha DNA binding, primary screen, biochemical, FITC-DNA, fluorescence polarization, uHTS | Nuclear receptor subfamily 1 group D member 1 (Homo sapiens), P20393 | Rev-erbα–FITC-DNA binding, 90 min | activity, % at 10 µM | hit rate 0.79% among 370,000;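 active = activity above about 14%, limit read from the data; passing the limit was not always enough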;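 also: 0% = DMSO wells with 35 nM protein and 100% = DMSO wells with 750 nM protein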
Target sequence (P20393 whole entry, looked up): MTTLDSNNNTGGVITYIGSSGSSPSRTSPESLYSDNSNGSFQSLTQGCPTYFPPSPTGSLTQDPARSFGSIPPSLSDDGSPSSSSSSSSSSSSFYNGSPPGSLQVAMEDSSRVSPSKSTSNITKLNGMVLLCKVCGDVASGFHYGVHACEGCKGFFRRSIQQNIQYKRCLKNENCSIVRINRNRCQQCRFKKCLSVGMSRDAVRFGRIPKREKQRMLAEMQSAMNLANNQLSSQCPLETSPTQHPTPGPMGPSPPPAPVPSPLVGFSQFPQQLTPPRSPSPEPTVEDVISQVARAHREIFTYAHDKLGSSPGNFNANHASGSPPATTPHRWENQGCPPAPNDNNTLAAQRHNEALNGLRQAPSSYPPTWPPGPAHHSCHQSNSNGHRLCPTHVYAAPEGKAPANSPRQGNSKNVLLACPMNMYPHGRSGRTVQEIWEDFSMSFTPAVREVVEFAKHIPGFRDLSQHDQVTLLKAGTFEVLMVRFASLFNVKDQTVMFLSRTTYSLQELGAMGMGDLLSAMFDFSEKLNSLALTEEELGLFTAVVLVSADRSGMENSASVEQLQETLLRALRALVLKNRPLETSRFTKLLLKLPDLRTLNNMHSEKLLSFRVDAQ
HTRA1 inh – HTRA1 serine protease inhibitors, primary screen, biochemical, fluorescence polarization, HTS. Q92743. recombinant HTRA1, FP-rhodamine activity-based probe. inhibition, % at 5.96 µM. hit rate 0.5% among 340,000; in the data active = inhibition above about 36%;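 also: 0% = enzyme with DMSO and 100% = wells lacking enzyme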
UHRF1 binding – UHRF1 methylated DNA binding inhibitors, primary screen, counter-screen for MBD2 inhibitor project, biochemical, TR-FRET, human UHRF1, single concentration; E3 ubiquitin-protein ligase UHRF1 (Homo sapiens), Q96T88; UHRF1 binding to methylated oligo; inhibition, % at 4.4 µM; hit rate 0.75% among 370,000; in the data active = inhibition above about 21%;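 also: UHRF1 SRA domain binding a hemimethylated CpG hairpin DNA probe; 0% = median of test compound wells and 100% = reference inhibitor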
MBD2 inh – inhibitors of MBD2 binding to methylated DNA, primary screen, biochemical, TR-FRET, DNA-binding domain, human. Methyl-CpG-binding domain protein 2 (Homo sapiens), Q9UBB5. MBD2 binding to methylated oligonucleotide. inhibition, % at 4.4 µM. hit rate 0.31% among 370,000. AID 686964, 2013; in the data active = inhibition above about 13%
PRMT1 inh – PRMT1 methyltransferase inhibitors, primary screen, biochemical, fluorescence polarization. inhibition, % at 2.79 µM. recombinant PRMT1, activity-based probe fluorescence polarization. Protein arginine N-methyltransferase 1 (Homo sapiens), Q99873. hit rate 1.3% among 370,000;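 active = inhibition above about 21% made by adding two undisclosed values, limit read from the data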
PG9 binder – binders of HIV-1 gp120 antibody PG9, primary screen, biochemical, TR-FRET. HIV-1 gp120 / PG9 antibody interaction. TR-FRET gp120-PG9 antibody binding. inhibition, % at 6.7 µM. hit rate 0.43% among 360,000; in the data active = inhibition above about 8.5%
LEDGF integ inh – blockers of LEDGF/p75-dependent integrase strand transfer – biochemical, TR-FRET, high throughput, primary screen | hit rate 0.64% among 370,000 | inhibition, % at 3.7 µM | TR-FRET IN-LEDGF/p75 DNA integration, Eu/Cy5 | AID 743269, 2014 | HIV-1 integrase (with human LEDGF/p75);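 active = inhibition above the screen-wide mean plus 3 SD, cut at about 13% in these data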;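 also: signal is the Cy5 over europium emission ratio at 671 and 618 nm; 0% = plate median of compound wells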
ABHD4 inh – ABHD4 inhibitors, primary screen, biochemical, fluorescence polarization, mouse | purified mABHD4, FP-Rh probe fluorescence polarization | inhibition, % at 8.92 µM | hit rate 0.54% among 370,000 | AID 720543, 2013;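 active = inhibition exceeding the mean over every tested compound plus 3 SD, cut at about 30% in these data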;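 also: 0% = plate median of compound wells and 100% = S159A mutant with DMSO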
Target sequence (Q8VD66 whole entry, looked up): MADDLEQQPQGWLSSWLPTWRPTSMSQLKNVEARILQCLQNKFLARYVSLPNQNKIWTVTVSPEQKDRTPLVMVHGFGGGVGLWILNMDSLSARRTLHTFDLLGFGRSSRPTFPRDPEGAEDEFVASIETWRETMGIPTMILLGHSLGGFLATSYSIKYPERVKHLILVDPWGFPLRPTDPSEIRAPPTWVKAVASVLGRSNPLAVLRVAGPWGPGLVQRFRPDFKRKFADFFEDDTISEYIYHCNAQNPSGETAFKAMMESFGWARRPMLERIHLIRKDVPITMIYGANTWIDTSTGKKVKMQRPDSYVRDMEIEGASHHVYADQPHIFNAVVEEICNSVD
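Test system: mABHD4 protein | Buffer or medium: HEPES pH 7.0 buffer, 150 mM NaCl, 0.01% Pluronic F-127 | Probe or stimulus: FP-Rh fluorescent activity-based probe, added after compound pre-incubation | Timing: Pre-incubation 45 min, probe exposure 60 min, at 25 °C | Technique: Fluorescence polarization, excitation 525 nm, emission 598 nm, BODIPY TMR filters | Repeats: Single well per compound (singlicate)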
rCAG RNA binder – binders of r(CAG) RNA repeats, primary screen, biochemical, fluorescence. r(CAG) RNA repeat, TO-PRO-1 dye displacement fluorescence. hit rate 1.3% among 370,000. AID 651821, 2012. inhibition, % at 3 µM;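 active = inhibition above the plate cutoff, the mean of all test compounds on that plate plus 3 SD, cut at about 35% in these data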;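 also: 0% = DMSO alone and 100% = 100 µM mitoxantrone as full dye displacement; higher means more dye released from RNA so lower well fluorescence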
TCR CD3 inh – inhibitors of human TCR-CD3 interaction, primary screen, biochemical, fluorescence, TAMRA-labeled TCR probe; inhibition, % at 9.4 µM; hit rate 0.37% among 360,000; AID 651800, 2012; in the data active = inhibition above about 19%;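 also: recombinant mutant TCR 2C K166C tagged with TAMRA read by polarization; 0% = receptor in buffer alone and 100% = receptor with positive control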
Active calls of the source: *; · = not tested or not shown. These rows are one share of the data; rates above refer to the full screens.

Short forms: A = Rev-erbA mod; B = HTRA1 inh; C = UHRF1 binding; D = MBD2 inh; E = PRMT1 inh; F = PG9 binder; G = LEDGF integ inh; H = ABHD4 inh; I = rCAG RNA binder; J = TCR CD3 inh
1: CN1CCN(C2Cc3ccc(Cl)cc3Sc3ccc(F)cc32)CC1 (stereo not drawn)
  A = 1	B = ·	C = 0	D = -7	E = -1	F = 1.2	G = 0	H = 11	I = 3	J = -7
2: O=S(=O)(NN1CCOCC1)c1ccc(Br)s1
  A = -2	B = 2	C = 2	D = 4	E = 5	F = -0.7	G = -6	H = 13	I = -5	J = -1
3: O=C(N/N=C1/CC(c2ccccc2)Oc2ccccc21)C1CC1 (stereo not drawn)
  A = -3	B = -2	C = 1	D = 0	E = 3	F = -1.1	G = -2	H = 8	I = -2	J = 2
4: COC(=O)Cn1c(=O)c2c(nc3n2CCCN3CCc2ccc(OC)c(OC)c2)n(C)c1=O
  A = 1	B = -5	C = -2	D = 0	E = -2	F = -0.7	G = -1	H = 0	I = -8	J = 0
5: Cc1ccc2nc(C)c(C(=O)N/N=C/c3ccc(C(=O)O)cc3)cc2c1
  A = 0	B = 4	C = -1	D = 1	E = 3	F = -0.1	G = -2	H = 5	I = 0	J = -1
6: Cc1cc(=O)[nH]c(SCC(=O)Nc2ccnc3ccccc23)n1
  A = 2	B = 12	C = 0	D = 4	E = 1	F = 1.0	G = -5	H = 3	I = 2	J = 3
7: COC(=O)c1ccc2nc(-c3ccc(C)cc3)c(Cc3ccccc3)n2c1
  A = 3	B = ·	C = 10	D = 3	E = -8	F = -0.1	G = 14*	H = -4	I = 11	J = 1
8: Cc1ccc(F)c(S(=O)(=O)NC(=O)C2(C)CCN2C(=O)Cc2ccccc2)c1 (stereo not drawn)
  A = -2	B = ·	C = -2	D = 0	E = 1	F = -1.1	G = -5	H = 3	I = 1	J = 3
9: CCOc1ccc(CN2CCN(Cc3ccc4cc(F)ccc4n3)CC2CCO)cc1 (stereo not drawn)
  A = -4	B = -4	C = -1	D = 1	E = -8	F = -2.5	G = 6	H = 3	I = -9	J = 4
10: CCOC(=O)N1CCN(C(=O)C[C@@H]2C(=O)N3CCCC4=C3[C@@]2(C(=O)OCC)CCC4)CC1
  A = 6	B = ·	C = -2	D = 0	E = -2	F = ·	G = 7	H = 0	I = -2	J = ·
11: CN1CCN(c2ccc(NC(=O)Cc3ccccc3)cc2)CC1
  A = -4	B = -4	C = -4	D = -5	E = -1	F = -1.7	G = 1	H = 4	I = -1	J = 3
12: COC(=O)c1cccc(NC(=O)CN2CCN(Cc3ccccc3)CC2)c1
  A = 5	B = -6	C = 0	D = -7	E = 1	F = 0.6	G = -1	H = -12	I = -6	J = 5
13: CCOC(=O)c1cn2nc(Oc3ccccc3)ccc2n1
  A = -1	B = ·	C = 0	D = -1	E = 6	F = -1.5	G = -5	H = 1	I = -5	J = 0
14: COC(=O)[C@H](C(C)C)N(CCCc1cn(CC2CCCCC2)nn1)S(=O)(=O)c1ccccc1Br
  A = 4	B = ·	C = -1	D = 1	E = 3	F = ·	G = -3	H = 2	I = 3	J = ·
15: COc1ccc(CC(NC(C)=O)C(=O)NC2CCN(C(=O)c3ccc(OC)c(OC)c3)CC2)cc1OC (stereo not drawn)
  A = 5	B = 7	C = -1	D = 4	E = -4	F = -2.4	G = -1	H = -1	I = -8	J = 6
16: O=C(Nc1ccc(Cl)cc1)C1CCCC1
  A = 3	B = -2	C = -1	D = 4	E = -2	F = -1.2	G = 0	H = -2	I = 1	J = 4
17: Cc1ccc(NC(=O)CN(C)C(C)C(=O)Nc2ccc(S(=O)(=O)N3CCCC3)cc2)cc1 (stereo not drawn)
  A = 6	B = -24	C = 0	D = 0	E = -3	F = 1.3	G = -2	H = 1	I = -1	J = -6
18: COC(=O)CCCC1=CC2=C(c3ccccc3)C(=O)C(C)(OC(=O)C3CCCC3)C(=O)C2=CN1CC1CC1 (stereo not drawn)
  A = -5	B = 0	C = 2	D = 1	E = 6	F = -1.4	G = 3	H = 13	I = -1	J = 0
19: Cc1ccc(S(=O)(=O)Nc2ccccc2CNC2CCCCC2)cc1
  A = -5	B = -5	C = 3	D = 2	E = 3	F = -0.3	G = -6	H = 1	I = -4	J = -2
20: Cc1cc(NC(=O)CSc2nnc(-c3cccnc3)n2C)no1
  A = 0	B = -2	C = 0	D = -2	E = 0	F = -1.5	G = -2	H = -2	I = 2	J = 3
21: CCOC(=O)N/N=C/c1ccc(N(CC)CC)cc1O
  A = -1	B = 0	C = -6	D = -6	E = -1	F = -8.0	G = 5	H = 7	I = 0	J = -4
22: CCC(C)(C)n1nnnc1CN1CCSCC1
  A = -2	B = -2	C = 1	D = 0	E = 3	F = -1.2	G = -2	H = 1	I = 1	J = 8
23: O=C(NC(=S)Nc1cc([N+](=O)[O-])ccc1O)c1cccnc1
  A = 7	B = 2	C = 1	D = 5	E = 10	F = 0.3	G = -1	H = -3	I = 3	J = 11
24: CCOc1ccc(NC(=O)CCC(=O)NNC(=O)c2cccc([N+](=O)[O-])c2)cc1
  A = -5	B = 4	C = -1	D = 1	E = 0	F = -1.0	G = -1	H = 4	I = 1	J = 5
25: Cc1cccc(-c2nnc(SCCOc3ccc4c(C)cc(=O)oc4c3)o2)c1
  A = 1	B = 3	C = -4	D = -5	E = 1	F = 2.0	G = -1	H = -2	I = 3	J = 5
26: CCOC(=O)c1c[nH]n(-c2ccc(C)cc2)c1=O
  A = 5	B = -2	C = -1	D = 1	E = 4	F = -1.6	G = -3	H = 3	I = -2	J = -4
27: CC(C)(C)S(=O)N1Cc2cc(CO)ccc2[C@@H]1CCO (stereo partly drawn)
  A = -4	B = 2	C = 1	D = 0	E = -2	F = -0.4	G = 1	H = -1	I = 1	J = 3
28: O=C(CCCOc1ccc(Cl)cc1)N1CCCCCC1
  A = -3	B = 2	C = 0	D = 4	E = -1	F = 2.3	G = 3	H = -8	I = -5	J = 5
29: CCC(=NNC(=O)c1ccc2c(c1)nc(C)n2CC)c1cc(F)ccc1O
  A = -1	B = 34	C = -10	D = -2	E = -3	F = 0.3	G = -6	H = 3	I = 4	J = -5
30: O=C(Cn1[nH]c(=O)c2ccccc2c1=O)OCC(=O)c1ccccc1Cl
  A = 5	B = 0	C = -1	D = 2	E = -2	F = -0.8	G = 1	H = 2	I = 3	J = 1
31: CCOc1cc(NC(=O)CC(C)C)c(OCC)cc1NC(=O)CCn1nnc2ccccc21
  A = -1	B = 5	C = 2	D = 3	E = 2	F = 2.0	G = 1	H = -2	I = 3	J = 0
32: O=C(CSc1n[nH]c(=O)[nH]c1=O)Nc1c(Cl)cc(Cl)cc1Cl
  A = -7	B = 4	C = -1	D = 3	E = 0	F = -3.3	G = 0	H = 2	I = -1	J = 7
33: CC(=O)c1ccc(OCC(O)CNCc2ccc3c(c2)OCO3)cc1 (stereo not drawn)
  A = 3	B = 2	C = -1	D = 2	E = -5	F = -1.6	G = 1	H = -6	I = -4	J = 6
34: Cc1sc2nc(-c3cccnc3)nc(Cl)c2c1-c1ccccc1
  A = 2	B = -42	C = -1	D = -5	E = -3	F = -0.3	G = -2	H = -12	I = 2	J = -1
35: CCOC(=O)C1=C(C)N(C[C@@H]2CC[C@@H](Cc3ccc(-c4ccccc4)cc3)O2)C(=O)NC1c1ccc(Cl)cc1 (stereo partly drawn)
  A = -3	B = -43	C = 1	D = -6	E = 1	F = 0.7	G = 1	H = -4	I = 6	J = -5
36: Cc1ccc(NC(=O)CSc2ccccc2NC(=O)c2cccc(Cl)c2)cc1Cl
  A = 1	B = -3	C = -1	D = 0	E = -2	F = -1.8	G = 6	H = 2	I = 1	J = 8
37: CC(C)c1nnc(NC(=O)CC23CC4CC(CC(C4)C2)C3)s1
  A = 2	B = -1	C = -2	D = -3	E = -4	F = -0.3	G = 0	H = 4	I = 1	J = 2
38: Cc1cc(NC(=O)c2cccc([N+](=O)[O-])c2)no1
  A = 7	B = 6	C = 2	D = 4	E = 1	F = -0.8	G = -6	H = -3	I = -2	J = -6
39: COc1ccc2[nH]c3c(c2c1)CCN1C(=O)C(CC(=O)NCCC2=CCCCC2)C[C@H](C(=O)N2CCCCC2)[C@@]31C (stereo partly drawn)
  A = -3	B = 4	C = 0	D = -1	E = 0	F = -3.4	G = -7	H = 2	I = 3	J = -7
40: Nc1nc(Nc2ccccc2F)sc1C(=O)c1ccccc1
  A = 5	B = 1	C = 0	D = 1	E = -1	F = -1.9	G = -3	H = 5	I = 2	J = -3

3 of the entries above in order of the MBD2 inh value, low to high.
entry	canonical_smiles	Rev-erbA mod	HTRA1 inh	MBD2 inh	PRMT1 inh	PG9 binder	LEDGF integ inh	ABHD4 inh	TCR CD3 inh
39	COc1ccc2[nH]c3c(c2c1)CCN1C(=O)C(CC(=O)NCCC2=CCCCC2)C[C@H](C(=O)N2CCCCC2)[C@@]31C (stereo partly drawn)	-3	4	-1	0	-3.4	-7	2	-7
40	Nc1nc(Nc2ccccc2F)sc1C(=O)c1ccccc1	5	1	1	-1	-1.9	-3	5	-3
32	O=C(CSc1n[nH]c(=O)[nH]c1=O)Nc1c(Cl)cc(Cl)cc1Cl	-7	4	3	0	-3.3	0	2	7

New compounds follow:
Short forms: A = Rev-erbA mod; B = HTRA1 inh; C = UHRF1 binding; D = MBD2 inh; E = PRMT1 inh; F = PG9 binder; G = LEDGF integ inh; H = ABHD4 inh; I = rCAG RNA binder; J = TCR CD3 inh
41: COc1ccc(C(CNC(=O)C(=O)NC2CCCC2)N2CCN(C)CC2)cc1 (stereo not drawn)
  A = 3	B = 2	C = -3	D = -3	E = -3	F = 1.8	G = 2	H = 2	I = -6	J = 4
42: COc1c(Cl)cc(Cl)cc1C(=O)Nc1ccc(NC(=O)c2cccs2)cc1
  A = 1	B = -18	C = -2	D = -5	E = -1	F = -1.5	G = 0	H = -4	I = 6	J = 7
43: C=CCn1c(SCC(=O)Nc2cc(C)nn2-c2ccccc2)nnc1C1CCCCC1
  A = -3	B = 7	C = -1	D = -2	E = -4	F = 0.2	G = 4	H = -3	I = -7	J = 3
44: Cc1cccc(OCC(=O)Nc2ccccc2-c2ccccc2)c1
  A = 1	B = -18	C = 0	D = 0	E = 1	F = -0.9	G = -1	H = -6	I = -3	J = 1
